MBNL1 CUG block: qHTS Assay for Inhibitors of MBNL1-poly(CUG) RNA binding. Potency, µM (doses to about 57.5 µM), without a hit: top-dose activity change, negative = inhibition, actives largely listed as inhibitors. hit rate 0.036% among 280,000. AID 2675, 2010. TR-FRET MBNL1-His/biotin-(CUG)12 binding, 665/545 ratio. Muscleblind-like protein 1 (Homo sapiens), Q9NR56; active = well fitted inhibition curve with a large enough effect in the signal ratio, with a control signal flat, not every such curve was filed as active; inconclusive = small, poorly fitted or top-dose-only effect, or effect the other way, or a change in a side signal; inactive = no such curve, though single readings can be large or run the other way; the % refers to the signal ratio; also: potency is read from the fitted curve at half-maximal effect; % is scaled to controls: 0 for no effect and ±100 for the full control effect
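His-tagged MBNL1 binding to biotinylated (CUG)12 RNA was measured by TR-FRET using terbium anti-His antibody (0.055 ng/ul final) and streptavidin-XL665 (5 nM final). Compounds were titrated 92 nM to 58 uM; 60 min at room temperature.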
TRPV1 agonist: HTS Assay for Compounds that Act as Agonists of the Vanilloid Receptor 1; hit rate 0.19% among 320,000; TRPV1-expressing cells, Fluo-8 calcium influx, agonist mode; activation, % at 8.33 µM; Transient receptor potential cation channel subfamily V member 1 (Homo sapiens), Q8NER1; in the data active = activation above about 80%; inconclusive = between about 30% and that limit; also: 0% is about no effect
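Cells expressing TRPV1 were dye-loaded with Fluo-8 and read kinetically: 10 s baseline, 3 min after compound (agonist portion), then 2 min after EC20 capsaicin (allosteric enhancer portion). Calcium-bound dye fluorescence at 480/520 nm.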
hERG WT inh: qHTS for Inhibitors of KCHN2 3.1: Wildtype qHTS; Voltage-gated inwardly rectifying potassium channel KCNH2 (Homo sapiens), Q12809; U2OS, BacMam KCNH2, thallium flux FluxOr; hits give low values; activity change, % at 1.84 µM; hit rate 0.37% among 340,000;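 active = maximum activity change below -70%; inconclusive = maximum activity change between -70% and -50%; inactive = maximum activity change above -50%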; also: % is scaled to controls: 0 for no effect and ±100 for the full control effect
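U2OS cells transduced with wild-type KCNH2 virus are loaded with FluxOr dye for 45 min, and thallium flux is measured in kinetic reads before and after stimulation buffer. Rate constants are normalized to DMSO controls.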
A-T KAP1 phos: qHTS Assay for Identifying a Potential Treatment of Ataxia-Telangiectasia. […] A-T fibroblasts, KAP-1 phosphorylation AlphaLISA; neocarzinostatin DNA damage 30 min before lysis. Potency, µM (titrated, usually from 57.5 µM), for the others: top-dose activation, usual class: activators. hit rate 0.19% among 320,000. AID 485349, 2010; also: potency is read from the fitted curve at half-maximal effect; % of control where 0% means no effect; nearly all actives have a fitted effect of over 45% in size
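ATM-like activity read as KAP-1 phosphorylation via AlphaLISA donor/acceptor antibody pairs after lysis and 6 hr at 25C. Cells were ATM-null patient fibroblasts ([…], hTERT), dosed 60 min, then exposed to the DSB inducer NCS for 30 min.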
S-ASM inh: Inhibitors of Secretory Acid Sphingomyelinase (S-ASM): qHTS. Sphingomyelin phosphodiesterase (Homo sapiens), P17405. placental ASM, HMU-PC fluorogenic substrate, 60 min. Potency, µM (top dose mostly 57.5 µM), for the others: at the highest dose activity change, negative = inhibition, usual class: inhibitors. hit rate 0.006% among 340,000. AID 504937, 2011; also: potency is read from the fitted curve at half-maximal effect
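qHTS format. ASM enzyme prepared from human placenta hydrolyses the fluorogenic substrate HMU-PC0 (9 uM final) over 60 min at 37 °C after a 10 min compound preincubation.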
GALK inhibitor: qHTS Assay for Inhibitors of Human Galactokinase (GALK). P51570. Purified GALK, Kinase-Glo residual ATP luminescence. Potency, µM (doses to about 57.5 µM), for inactives: at the highest dose activity change, negative = inhibition, usual class: inhibitors. hit rate 0.007% among 270,000; also: potency is read from the fitted curve at half-maximal effect; % is scaled to controls: 0 for no effect and ±100 for the full control effect
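Luminescence from leftover ATP (Ultra-Glo luciferase/luciferin) served as read-out after a 1 h room-temperature reaction of 5 nM GALK with 35 uM ATP and 100 uM galactose.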
KCNH2 3.1 block: qHTS for Inhibitors of KCHN2 3.1: Mutant qHTS; hit rate 0.95% among 340,000; activity change, % (tested at about 1.8 µM); U2OS KCNH2 3.1, thallium flux FluxOr; hits give low values;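 active = maximum activity change below -70%; inconclusive = maximum activity change from -70% to -50%; inactive = maximum activity change above -50%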;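 also: thallium influx rate constant from kinetic fluorescence after stimulation buffer; % is scaled to controls: 0 for no effect and ±100 for the full control effect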
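Channel expression came from 3.1 mutant virus (1.77 x 10^8 /mL) applied to suspended U2OS cells for 4 h. Flux was tracked with FluxOr dye plus Red40 quencher, and kinetic rate constants normalized to controls.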
FBPA coupling cs: qHTS Assay for Inhibitors of Fructose-1,6-bisphosphate Aldolase from Giardia Lamblia: Coupling assay counterscreen; coupling enzyme system counterscreen, AmpLite Red fluorescence; activity change, negative = inhibition, % at 58.2 µM, hits read low; hit rate 0.67% among 290,000; AID 2472, 2010; in the data active = activity change below about -30%; also: % is scaled to controls: 0 for no effect and ±100 for the full control effect
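First, compound is pin-transferred into glyceraldehyde-3-phosphate coupling-enzyme reagent at 57.5 uM final and held 10 min at RT. Next, substrate, coupling system and AmpLite Red are added. After 20 min RT, fluorescence (525/598 nm) is read.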
MLL CXXC-DNA inh: qHTS Fluorescence Polarization Assay for Inhibitors of MLL CXXC domain - DNA interaction. Histone-lysine N-methyltransferase 2A (Homo sapiens), Q03164. MLL-CXXC / FITC-HOXA9 DNA fluorescence polarization. Potency, µM (top dose mostly 115 µM), for the others: top-dose activity change, negative = inhibition, actives largely listed as inhibitors. hit rate 0.037% among 290,000. AID 2662, 2010; active = well fitted inhibition curve with a large enough effect in the polarisation, with a control signal flat, not every such curve was filed as active; inconclusive = small, poorly fitted or top-dose-only effect, or effect the other way, or a change in a side signal; inactive = no such curve, though single readings can be large or run the other way; the % refers to the polarisation; also: potency is read from the fitted curve at half-maximal effect
Target sequence (Q03164 whole entry, looked up, the tested form may be a part): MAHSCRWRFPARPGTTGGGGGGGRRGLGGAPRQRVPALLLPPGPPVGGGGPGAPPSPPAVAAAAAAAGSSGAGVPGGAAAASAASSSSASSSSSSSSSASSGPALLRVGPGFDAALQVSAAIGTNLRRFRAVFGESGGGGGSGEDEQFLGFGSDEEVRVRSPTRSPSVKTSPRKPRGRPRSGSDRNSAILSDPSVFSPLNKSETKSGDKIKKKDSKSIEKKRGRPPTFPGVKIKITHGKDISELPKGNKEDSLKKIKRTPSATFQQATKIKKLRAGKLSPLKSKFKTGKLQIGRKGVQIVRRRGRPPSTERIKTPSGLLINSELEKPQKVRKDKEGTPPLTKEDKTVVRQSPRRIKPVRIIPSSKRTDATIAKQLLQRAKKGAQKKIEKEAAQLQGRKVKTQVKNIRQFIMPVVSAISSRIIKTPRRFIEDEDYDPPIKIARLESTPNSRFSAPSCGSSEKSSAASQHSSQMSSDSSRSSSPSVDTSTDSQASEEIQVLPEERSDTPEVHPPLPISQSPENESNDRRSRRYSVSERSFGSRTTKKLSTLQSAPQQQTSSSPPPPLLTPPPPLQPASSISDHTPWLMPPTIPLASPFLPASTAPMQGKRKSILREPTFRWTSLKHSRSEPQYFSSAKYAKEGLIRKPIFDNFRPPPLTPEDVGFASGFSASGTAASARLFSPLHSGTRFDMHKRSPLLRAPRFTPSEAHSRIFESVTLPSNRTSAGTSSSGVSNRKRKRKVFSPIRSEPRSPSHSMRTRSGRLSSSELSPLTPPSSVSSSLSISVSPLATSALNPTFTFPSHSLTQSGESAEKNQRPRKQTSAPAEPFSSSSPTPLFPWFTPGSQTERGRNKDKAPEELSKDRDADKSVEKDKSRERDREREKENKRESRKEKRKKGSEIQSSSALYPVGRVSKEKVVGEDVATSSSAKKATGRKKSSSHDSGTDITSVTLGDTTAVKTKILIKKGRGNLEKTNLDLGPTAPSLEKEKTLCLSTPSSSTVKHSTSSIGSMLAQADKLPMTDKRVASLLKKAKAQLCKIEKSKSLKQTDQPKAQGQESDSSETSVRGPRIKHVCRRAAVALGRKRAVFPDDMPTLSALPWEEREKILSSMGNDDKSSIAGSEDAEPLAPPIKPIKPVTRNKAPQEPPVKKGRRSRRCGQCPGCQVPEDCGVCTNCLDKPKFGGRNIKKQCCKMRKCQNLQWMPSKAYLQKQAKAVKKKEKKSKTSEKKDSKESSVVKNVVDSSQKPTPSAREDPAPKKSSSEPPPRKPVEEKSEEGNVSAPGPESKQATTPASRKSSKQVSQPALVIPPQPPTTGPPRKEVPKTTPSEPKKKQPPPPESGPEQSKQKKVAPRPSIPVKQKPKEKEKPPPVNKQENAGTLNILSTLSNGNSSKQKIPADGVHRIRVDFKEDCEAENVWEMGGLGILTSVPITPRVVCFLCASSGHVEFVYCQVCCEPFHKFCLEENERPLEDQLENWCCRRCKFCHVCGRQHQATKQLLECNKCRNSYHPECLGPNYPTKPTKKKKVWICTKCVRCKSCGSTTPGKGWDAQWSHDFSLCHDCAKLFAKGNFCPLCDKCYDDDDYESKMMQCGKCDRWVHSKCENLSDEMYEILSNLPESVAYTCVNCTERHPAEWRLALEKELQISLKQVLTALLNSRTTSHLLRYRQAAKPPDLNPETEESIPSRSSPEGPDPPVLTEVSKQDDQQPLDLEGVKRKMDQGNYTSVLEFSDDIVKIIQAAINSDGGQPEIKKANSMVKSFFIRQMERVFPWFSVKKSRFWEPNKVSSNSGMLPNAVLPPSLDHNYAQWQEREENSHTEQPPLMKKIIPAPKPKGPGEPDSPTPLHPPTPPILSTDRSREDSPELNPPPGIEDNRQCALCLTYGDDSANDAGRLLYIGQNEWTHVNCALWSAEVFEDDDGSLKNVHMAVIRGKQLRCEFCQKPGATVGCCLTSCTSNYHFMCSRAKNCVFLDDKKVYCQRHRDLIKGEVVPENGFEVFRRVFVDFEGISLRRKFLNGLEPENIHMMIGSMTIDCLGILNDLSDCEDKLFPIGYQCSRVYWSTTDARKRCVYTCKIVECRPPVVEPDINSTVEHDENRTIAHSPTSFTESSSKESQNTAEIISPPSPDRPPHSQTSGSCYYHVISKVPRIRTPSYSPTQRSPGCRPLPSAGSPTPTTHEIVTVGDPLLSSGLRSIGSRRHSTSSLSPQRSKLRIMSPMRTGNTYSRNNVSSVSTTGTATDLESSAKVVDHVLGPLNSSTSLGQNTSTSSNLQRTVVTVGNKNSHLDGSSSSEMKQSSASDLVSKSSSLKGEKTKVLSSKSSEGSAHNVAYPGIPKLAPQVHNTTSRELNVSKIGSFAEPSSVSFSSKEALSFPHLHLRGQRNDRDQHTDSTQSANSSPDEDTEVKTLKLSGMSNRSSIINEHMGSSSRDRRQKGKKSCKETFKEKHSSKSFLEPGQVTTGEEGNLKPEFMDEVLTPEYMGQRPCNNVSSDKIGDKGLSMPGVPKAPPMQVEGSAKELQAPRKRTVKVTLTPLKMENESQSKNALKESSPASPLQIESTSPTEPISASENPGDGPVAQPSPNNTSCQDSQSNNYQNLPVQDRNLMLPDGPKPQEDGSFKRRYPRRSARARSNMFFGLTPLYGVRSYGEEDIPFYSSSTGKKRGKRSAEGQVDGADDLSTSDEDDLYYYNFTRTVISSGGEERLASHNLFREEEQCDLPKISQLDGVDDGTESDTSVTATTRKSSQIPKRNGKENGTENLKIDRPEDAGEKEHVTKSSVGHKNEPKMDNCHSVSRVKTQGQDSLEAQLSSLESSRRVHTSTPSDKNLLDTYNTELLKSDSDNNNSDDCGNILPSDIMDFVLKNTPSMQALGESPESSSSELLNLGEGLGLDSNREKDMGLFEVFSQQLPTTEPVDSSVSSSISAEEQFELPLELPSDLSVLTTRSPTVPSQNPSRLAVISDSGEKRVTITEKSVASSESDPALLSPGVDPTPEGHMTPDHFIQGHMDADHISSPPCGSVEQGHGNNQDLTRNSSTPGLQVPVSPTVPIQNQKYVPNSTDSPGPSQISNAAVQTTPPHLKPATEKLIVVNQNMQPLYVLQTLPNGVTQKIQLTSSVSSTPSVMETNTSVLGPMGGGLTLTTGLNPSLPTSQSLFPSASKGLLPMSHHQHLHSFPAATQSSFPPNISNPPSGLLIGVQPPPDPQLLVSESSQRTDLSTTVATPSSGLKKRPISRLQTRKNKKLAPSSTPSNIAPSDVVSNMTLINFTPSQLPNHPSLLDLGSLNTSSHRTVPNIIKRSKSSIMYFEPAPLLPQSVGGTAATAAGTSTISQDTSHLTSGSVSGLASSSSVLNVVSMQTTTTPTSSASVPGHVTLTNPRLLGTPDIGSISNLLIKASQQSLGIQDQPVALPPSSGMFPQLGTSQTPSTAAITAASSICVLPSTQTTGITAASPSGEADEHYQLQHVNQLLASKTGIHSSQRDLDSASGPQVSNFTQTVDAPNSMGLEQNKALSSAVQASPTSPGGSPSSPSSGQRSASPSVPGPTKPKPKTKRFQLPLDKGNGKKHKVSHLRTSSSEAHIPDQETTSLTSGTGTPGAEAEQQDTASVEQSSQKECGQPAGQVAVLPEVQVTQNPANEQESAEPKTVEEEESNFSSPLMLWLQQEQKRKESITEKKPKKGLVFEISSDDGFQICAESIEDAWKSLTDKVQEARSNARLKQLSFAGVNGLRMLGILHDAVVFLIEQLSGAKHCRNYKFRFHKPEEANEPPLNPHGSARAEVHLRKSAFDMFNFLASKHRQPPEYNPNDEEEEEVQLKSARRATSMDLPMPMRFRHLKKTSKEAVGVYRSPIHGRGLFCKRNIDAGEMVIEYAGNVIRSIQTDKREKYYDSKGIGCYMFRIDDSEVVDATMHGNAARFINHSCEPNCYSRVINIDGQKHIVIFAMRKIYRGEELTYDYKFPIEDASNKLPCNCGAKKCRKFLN
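Steps: dispense CXXC domain solution (7 uM) → pin compounds or unlabeled HOX-A9 DNA control → 5 min ambient → add FLSN-HOX-A9 solution (50 nM) → spin → 30 min ambient → fluorescence polarization. Tris pH 7.5/NaCl/DTT/BSA buffer.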
a7 integrin act: qHTS for Activators of Integrin-Mediated Alleviation for Muscular Dystrophy; alpha7betagal myoblasts, beta-gal FDG fluorescence, 48 h; Potency, µM (highest dose often 38.3 µM), for the others: at the highest dose activation, actives largely listed as activators; hit rate 0.064% among 350,000; AID 624291, 2012;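 also: potency is read from the fitted curve at half-maximal effect; 100% = response of the positive control SU9516; nearly all actives have a fitted effect of over 60% in size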
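alpha7betagal+/- myoblasts (passage 13, 250/well) treated 48 h at 37C with compounds at 1:260 dilution of DMSO stock. Lysed, then beta-galactosidase activity read as FDG fluorescence (ex 480/em 540) after 30 min, with pre-read for autofluorescence.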
The depositor's hits bear a star; u = inconclusive; x = no result given; [ ] = another dose, or the depositor's remark. Unless noted, calls follow the shape of the dose curve; as a rule, active = well fitted curve in the direction sought with a large enough effect; inconclusive = small, poorly fitted or top-dose-only effect, or another doubt; inactive = no such curve, though single readings can be large; an effect the other way counts as inactive or inconclusive. Not a hit list. Share with any hit: about 2%.

Second line of a record – MBNL1 CUG block	TRPV1 agonist	hERG WT inh	A-T KAP1 phos	S-ASM inh	GALK inhibitor	KCNH2 3.1 block	FBPA coupling cs	MLL CXXC-DNA inh	a7 integrin act
Cc1c(NC(=O)COC(=O)c2ccc(Br)o2)c(=O)n(-c2ccccc2)n1C
→ 0%	3	14	4%	-2%	0%	18	4	-1%	12%
CCOc1ccc(NC(=O)CCNS(=O)(=O)c2ccc(Br)s2)cc1
→ 3%	1	21	7%	2%	-2%	-6	1	4%	18%
Nc1ccc(C(=O)N/N=C/c2cn(Cc3ccccc3)c3ccccc23)cc1
→ 21%	-2	3	5%	-6%	3%	x	2	13%	-13%
COc1ccc(-c2nn(-c3ccccc3)cc2CNC[C@H]2O[C@@H](n3cnc(C(N)=O)n3)[C@H](O)[C@@H]2O)cc1
→ x	x	-3	x	2%	x	-6	x	x	19%
O=C(c1ccccc1)c1cccc2ccccc12
→ x	x	3	x	24%	x	-1	x	x	0%
Cc1c(Nc2cc(=O)oc3ccccc23)c(=O)n(-c2ccccc2)n1C
→ -9%	0	-25	1%	1%	0%	7	2	-4%	-14%
COc1cc(OC)cc(C(=O)N[C@H](C(=O)N2CCc3ccccc32)C(C)C)c1
→ 2%	u	-20	0%	-1%	0%	16	4	19%	4%
Cc1ccc2nc(Nc3ccc(Cl)cc3)c3nncn3c2c1
→ 1%	9	23	0%	-8%	-1%	2	1	u	25%
Cc1cc(C)n(CCCNC(=O)C2CC(=O)N(Cc3ccccc3)C2)n1 (configuration not stated)
→ x	4	5	-5%	2%	x	5	x	x	13%
CN(c1ccccc1)S(=O)(=O)c1cccc(NC(=O)C2=NN(c3ccccc3)C(=O)CC2)c1
→ x	x	-14	-3%	-2%	x	-19	x	x	-25%
O=C(c1ccccc1)N1CCN(C(=O)c2ccncc2)CC1
→ x	x	5	x	7%	x	7	x	x	14%
COC(=O)/C(=C/c1ccccc1)NC(=O)c1ccco1
→ 3%	0	-1	-6%	4%	0%	-2	3	2%	17%
O=C(O)c1cc2cc(OCc3ccccc3)ccc2[nH]1
→ -4%	-3	-5	14%	-1%	-1%	7	16	0%	0%
COc1ccc2c(c1)C1=NN(/C(C)=C/C(C)=O)C(c3cccc(F)c3)C1CC2 (configuration not stated)
→ -3%[11.5 µM]	2	2	-1%	12%	x	8	-8	-2%	-9%
c1ccc(CNCCN2CCNCC2)nc1
→ -7%	0	-25	-3%	2%	0%	5	0	-3%	0%
CCOC(=O)c1ccc(NC(=O)CSc2nc3sc(C(=O)O)c(C)c3c(=O)[nH]2)cc1
→ 4%	-1	7	1%	1%	14%	-8	8	-20%	8%
CCN(CC)C(=O)COc1cccc2ccccc12
→ -2%	3	-3	7%	3%	3%	17	-8	2%	7%
CC(=O)N/N=C/c1cc2c(cc1[N+](=O)[O-])OCO2
→ u	-4	4	4%	-5%	0%	-7	-3	17%	1%
CC(NC(=O)CSc1n[nH]c(=O)[nH]c1=O)C1CC2CCC1C2 (configuration not stated)
→ -5%	4	7	11%	1%	-1%	-5	1	-18%	32%
Cn1cnnc1SCC(=O)c1ccc2c(c1)OCCO2
→ -1%	-4	23	2%	-5%	0%	9	4	-7%	5%[7.66 µM]
CC(C)c1ccc(OCC(=O)NN2C(=O)c3ccccc3C2=O)c(Br)c1
→ 0%	2	-13	0%	-2%	2%	4	0	-7%	-16%
O=C(OCC(=O)N1CCN(c2ccccc2)CC1)c1cc(Br)ccc1Cl
→ x	0	-2	6%	-4%	x	-20	x	x	-44%
N#CC(=C(c1ccccc1)c1ccccc1)c1ccccc1
→ x	x	-25	x	18%	x	u	x	x	12%
O=C(CCC(=O)c1ccccc1)Nc1cccnc1
→ 0%	-1	-4	2%	8%	-1%	15	-1	7%	13%
CCN(CC)CCN(C(=O)c1ccc2c(c1)CCCC2)c1nc2ccc(OC)cc2s1
→ -7%	6	19	2%	-13%	-5%	-22	-9	4%	-30%
COCCn1c(=NC(=O)CSCC(=O)N2CCOCC2)sc2cc(C)ccc21
→ -7%	5	2	12%	0%	-1%	24	x	-21%	-6%
CCOc1ccc(CCNC(=O)c2ccc(Cl)c(S(=O)(=O)N3CCOCC3)c2)cc1OCC
→ x	3	-3	3%	-1%	x	-14	x	x	-9%
CC(Nc1ccc(Br)cc1)C(=O)N/N=C/c1ccccc1OCc1ccccc1 (configuration not stated)
→ 2%	3	-3	4%	-11%	-2%	-25	-3	1%	16%
Cc1cc(C)cc(N(CC(=O)NC2CCCCC2)C(=O)c2ccc(C)s2)c1
→ -8%	u	-8	1%	-1%	x	4	1	-2%	3%
CC(=O)c1ccc(C(=O)N(C)C2CCCN(Cc3ccccc3F)C2)s1 (configuration not stated)
→ 16%	-2	6	3%	0%	6%	7	0	-2%	-12%
CC(C(=O)Nc1cc(C(F)(F)F)ccc1N1CCOCC1)N1C(=O)C2CC=CCC2C1=O (configuration not stated)
→ -4%	-2	3	5%	3%	6%	-6	0	0%	10%
CS(=O)(=O)N1CCC(C(=O)Nc2cccc(Br)c2)CC1
→ -7%	1	1	10%	6%	-1%	6	2	-3%	-29%
CN(Cc1ccccc1F)c1nc(-c2cccnc2)nc2ccccc12
→ 247%[activator]	-5	-4	5%	-4%	-1%	-24	3	-2%	-30%
O=C(Cn1c(-c2cscn2)nc2ccccc21)Nc1ccccc1F
→ u	1	3	-3%	1%	1%	-2	2	14%	-20%
Cc1ccc(NS(=O)(=O)c2cccc(C(=O)NNC(=O)c3ccco3)c2)c(C)c1
→ x	1	-13	x	0%	x	17	x	x	10%
CC(=O)OC1COC(OC(C)=O)CO1 (configuration not stated)
→ x	x	7	x	2%	x	10	x	x	7%
COCCNC(=O)c1c(N)n(/N=C/c2cccs2)c2nc3ccccc3nc12
→ -1%	2	-3	4%	x	-3%	9	0	2%	6%
COCC(=O)OCC(=O)Nc1ccc(Cl)cc1[N+](=O)[O-]
→ x	-1	-5	-3%	1%	8%	-1	-2	6%	0%
CC(=O)NC1(C(F)(F)F)C(=O)Nc2c1c(=O)[nH]c(=O)n2CC(C)C (configuration not stated)
→ 0%	-3	-1	0%	5%	1%	6	-1	-3%	3%
CCOC(=O)C1(CCOc2ccccc2)CCN(Cc2cccc(OC)c2OC)CC1
→ -14%	13	7	4%	3%	3%	-37	-4	-4%	-48%[inhibitor]

Compound activity deposited in PubChem BioAssay by National Center for Advancing Translational Sciences (NCATS).
